# Compound activity: PubChem BioAssay, National Center for Advancing Translational Sciences (NCATS)
# GLP1R inv ag: inverse agonists of human GLP-1 receptor | HEK293 GLP-1R CRE-luciferase, luminescence, 24 h; GLP-1R form is constitutively active | 410,000 compounds, 1.6% hits | Potency, µM (top dose mostly 38.3 µM), for the others: at the highest dose activity change, negative = inhibition, most hits filed as inhibitors | P43220; also: % is scaled to controls: 0 for no effect and ±100 for the full control effect; nearly all actives have a fitted effect of over 55% in size
# Target sequence (P43220 whole entry, looked up): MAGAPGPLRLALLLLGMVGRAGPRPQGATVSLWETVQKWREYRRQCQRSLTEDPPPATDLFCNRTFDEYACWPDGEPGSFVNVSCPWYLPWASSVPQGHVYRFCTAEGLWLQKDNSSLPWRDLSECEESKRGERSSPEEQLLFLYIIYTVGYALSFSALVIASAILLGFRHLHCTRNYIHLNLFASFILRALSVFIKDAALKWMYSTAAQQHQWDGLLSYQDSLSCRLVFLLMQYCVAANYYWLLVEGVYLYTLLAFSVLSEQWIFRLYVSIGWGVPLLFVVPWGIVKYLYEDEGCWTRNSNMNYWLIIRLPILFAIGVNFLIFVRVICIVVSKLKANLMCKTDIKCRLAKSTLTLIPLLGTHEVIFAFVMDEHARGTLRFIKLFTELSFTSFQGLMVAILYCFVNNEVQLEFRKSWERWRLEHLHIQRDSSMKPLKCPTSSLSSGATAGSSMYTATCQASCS
#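 Assay principle: reduced luminescence from a cAMP-responsive reporter in HEK293 cells co-expressing a constitutively active GLP-1R. Conditions: 24 hr compound incubation, 37 deg C, 5% CO2.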
# HT1080NT lethal: kills 2HG-producing HT-1080-NT fibrosarcoma cells | HT-1080-NT fibrosarcoma viability, CellTiter-Glo ATP luminescence, 48 h | Potency, µM (series often up to 46.1 µM), for the others: at the top dose activity, negative = less viability, actives largely listed as cytotoxic | 360,000 compounds, 1.6% hits | AID 686970;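 also: NT is the 2HG producing partner of a matched IDH1 knockdown line; 0% = DMSO-treated cells and -100% = media-only wells without cells; nearly all actives have a fitted effect of over 55% in size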
#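 HT-1080-NT fibrosarcoma cells (2HG-overproducing), 750 cells/well in RPMI with 5% FBS, dosed after 2 h and incubated 48 h at 37C. CellTiter-Glo luminescence normalized to DMSO and no-cell wells; concentration-response curves fitted and classed.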
# GLP1R ag: agonists of human GLP-1 receptor | HEK293 GLP-1R CRE-luciferase, luminescence, 4-6 h; cells express a hypersensitive GLP-1R form | AID 624172 | P43220 | 380,000 compounds, 0.007% hits | Potency, µM (top dose mostly 45.6 µM), for the others: at the top dose activation, usual class: activators; also: % of control where 0% means no effect
# KB-3-1 cytotox: KB-3-1 parental cell cytotoxicity | KB-3-1 viability, CellTiter-Glo ATP luminescence, 72 h | AID 1347075 | Potency, µM (doses to about 46.1 µM), for the others: top-dose activity change, negative = cytotoxic, hits mostly cytotoxic | 400,000 compounds, 1.4% hits; also: % is scaled to controls: 0 for no effect and ±100 for the full control effect; nearly all actives have a fitted effect of over 60% in size
#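 Screening of KB-3-1 cells (DMEM, 10% FBS, phenol-red free) ran from lowest to highest compound concentration; after 72 h at 37 °C viability was read luminescently and curves fitted.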
# HT1080 IDH1KD tx: kills HT-1080 cells with IDH1 knockdown; Potency, µM (top dose mostly 46.1 µM), inactives show top-dose activity, negative = toxicity, hits mostly cytotoxic; 360,000 compounds, 2% hits; HT-1080 IDH1 knockdown viability, ATP luminescence, 48 h;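 also: 0% = DMSO wells and -100% = cell-free medium wells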
#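 After a 2 h attachment period, IDH1KD HT-1080 cells took pin-transferred compound for 48 h at 37 °C; ATP-based luminescence after 10 min room-temperature reagent incubation reported viability.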
# GLP1R cytotox: cytotoxicity counter-screen for GLP-1 receptor inverse agonists | 410,000 compounds, 0.13% hits | HEK293 cAMP-luciferase reporter cells, luminescence, 24 h | Potency, µM (titrated, usually from 38.3 µM), for inactives: top-dose activity change, negative = inhibition, actives largely listed as inhibitors;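 also: loss of luciferase light is scored as toxicity; % is scaled to controls: 0 for no effect and ±100 for the full control effect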
#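 Cells in DMEM/10% Nu serum/1% pen-strep, 1536-well format. Pre-incubated 12 h, dosed with 23 nL compound, incubated a further 24 h. Luciferase detection, 12 min at room temp, luminescence.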
# KB-V1 MDR tox: kills drug-selected multidrug resistant KB-V1 cells; Potency, µM (titrated, usually from 46.1 µM), without a hit: top-dose activity change, negative = cytotoxicity, actives largely listed as cytotoxic; 400,000 compounds, 3.4% hits; KB-V1 MDR cells viability, CellTiter-Glo, 72 h; AID 1347076; also: % is scaled to controls: 0 for no effect and ±100 for the full control effect; nearly all actives have a fitted effect of over 60% in size
#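 Cytotoxicity toward P-gp-expressing KB-V1 cells was determined as loss of CellTiter-Glo luminescence after 72 h at 37 degrees C. Compounds were tested in quantitative HTS format across a concentration range, with curves fitted to normalized data.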
# TDP-43 yeast inh: inhibitors of TDP-43 toxicity in yeast | TDP-43 expressing yeast growth rescue, BacTiter-Glo, 24 h | Potency, µM (highest dose often 46.1 µM), for the others: top-dose growth rescue (activation), most hits filed as activators | 410,000 compounds, 1.8% hits; also: % of control where 0% means no effect; nearly all actives have a fitted effect of over 50% in size
#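 Cell-based yeast growth screen: TDP-43 expression induced in galactose, inoculum OD600=0.02 after raffinose pregrowth to mid-log. Read-out BacTiter-Glo luminescence at 24 hr, 30 deg C; inhibition of toxicity seen as signal increase.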
# SW480 rereplic: inducers of DNA re-replication in SW480 colon cancer cells | SW480 DNA re-replication, Hoechst DNA content imaging, 48 h | Potency, µM (series often up to 46.1 µM), inactives show top-dose re-replication activation, hits mostly activators | 340,000 compounds, 1.8% hits | AID 624297; also: % of control where 0% means no effect; nearly all actives have a fitted effect of over 55% in size
#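 Cells (250 per well) received 23 nL compound or DMSO by pin tool and were kept 48 hr at 37 C, 5% CO2. Nuclei were then stained with Hoechst for 40 min and scanned for DNA content.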
# The depositor's hits bear a star; ? = inconclusive; · = no result given; [ ] = dose if it differs, or a comment. Calls follow the shape of the dose curve; as a rule, active = well fitted curve in the direction sought with a large enough effect; inconclusive = small, poorly fitted or top-dose-only effect, or another doubt; inactive = no such curve, though single readings can be large; an effect the other way counts as inactive or inconclusive. Potency is read from the fitted curve at half-maximal effect.
SMILES,GLP1R inv ag,HT1080NT lethal,GLP1R ag,KB-3-1 cytotox,HT1080 IDH1KD tx,GLP1R cytotox,KB-V1 MDR tox,TDP-43 yeast inh,SW480 rereplic
CCc1nnc(NC(=O)C2COc3ccccc3O2)s1 (stereo not given),-7%,19%,-29%,-2%,-1%,1%,1%,-6%,0%
COc1cccc(NC(=S)N(CCc2c(C)[nH]c3ccccc23)Cc2ccco2)c1,?,-2%,-1%,-10%,-18%,-18%,-8%,20%,0%
COC(=O)c1ccc(-c2ccc(CNCC(O)c3ccccc3)o2)cc1 (stereo not given),0%,8%,5%,-1%,1%[9.24 µM],-5%,-23%,-14%,-1%
Cc1ccc(NC(=O)C(c2ccccc2)N(C)C)cc1Cl (stereo not given),5µM*,-28%,4%,-23%,-29%,-10%,0%,-6%,0%
COC(=O)c1cc(=O)n(CCc2ccccc2F)c(=Nc2ccc(F)c(Cl)c2)s1,?,21µM*,-2%,?,18µM*,-30%,0%,0%,23%
COc1ccc2[nH]c(=O)c(CN(CCc3ccccc3)Cc3nnnn3CC3CCCO3)cc2c1 (stereo not given),19%,?,16%,-3%,-7%[9.24 µM],5%,-11%,-43%[inhibitor],10%
COc1cc(/C=N/NC(=O)c2cc(-c3ccco3)nc3ccccc23)cc(OC)c1O,58%[activator],-24%,13%,20%,-15%,-8%,12%,0%,1%
COCC(C)NC(=O)c1cccc(Cl)c1 (stereo not given),?,17%,-7%,11%,17%,9%,18%,-10%,-9%
CC(C)c1ccc(N(CC(=O)NCC2CCCO2)C(=O)Cn2nnc(-c3cccs3)n2)cc1 (stereo not given),?,9%,2%,5%,-1%,-5%,-18%,2%,13%
O=S(=O)(c1ccccc1)N1CCN(Cc2c(O)ccc3ccccc23)CC1,?,-3%,-4%,-6%,0%,7%,9%,?,-4%
O=C(CSc1nc2ncc(Cl)cc2[nH]1)N1CCC(Cc2ccccc2)CC1,-11%,-9%,2%,0%,-2%,1%,-3%,-6%,0%
COc1ccc(-c2ccnc(SCC(=O)N3CCOCC3)n2)cc1,10%,3%,-3%,-1%,9%,15%,?,-15%,?
COc1ccc(NC(=O)c2cc(S(=O)(=O)N3CCOCC3)cs2)cc1,1%,1%,13%,14%,4%,27%,-8%,-13%,-22%
CC1CCCN(C(=O)CNS(=O)(=O)c2cccs2)C1 (stereo not given),5%,2%,11%,27%,1%,-15%,?,-11%,-17%
O=C(c1ccc(CNS(=O)(=O)c2ccc(F)cc2)cc1)N1CCCCCC1,-11%,3%,3%,-16%,3%,-31%,?,18%,·
COc1cccc(/C=N/Nc2nc(N3CCCC3)nc(N3CCCC3)n2)c1O,1%,-4%,1%,18%,11%[9.24 µM],-26%,8%,-12%,2%
C=C1CCN([C@@H](CC(C)C)C(=O)O)S(=O)(=O)c2ccccc21,7%,15%,-4%,4%,10%,15%,9%,18%,-10%
CN(Cc1ccccc1)C(=O)c1ccc2c(c1)OCCO2,4%,3%,1%,18%,16%,-6%,12%,13%,1%
COc1ccc(C)cc1S(=O)(=O)Nc1ccc(F)c(Cl)c1,10µM*,-13%,-3%,-12%,?,-8%,-15%,18µM*,-7%
O=C(c1ccco1)N1CCCSC1=Nc1ccccc1,0%,-3%,-4%,3%,-2%,-6%,-5%,-16%,-13%
Cc1ccc(CN2C(=O)c3ccccc3NC2c2cc(Br)ccc2O)cc1 (stereo not given),?,?,6%,-11%,?,-40%,5%,-30%[inhibitor],?
C=CCOc1ccn(C)c(=O)n1,16%,3%,-5%,4%,-5%,-3%,-8%,-8%,-8%
Cc1cc(NS(=O)(=O)c2ccc(NC(=O)/C=C/c3ccccc3)cc2)no1,3%,0%,4%,?,1%,3%,?,0%,6%
CCCOc1ccc(S(=O)(=O)N2CCCC2)cc1[N+](=O)[O-],2%,-8%,16%,1%,-16%,-5%,0%,5%,-3%
Cc1nnc(N2CCCC(C(=O)NCc3ccc(OC(C)C)cc3)C2)c2nn(-c3ccccc3)c(C)c12 (stereo not given),7%,?,18%,-21%,?,?,-4%,-4%,?

# Carrying on.
SMILES,GLP1R inv ag,HT1080NT lethal,GLP1R ag,KB-3-1 cytotox,HT1080 IDH1KD tx,GLP1R cytotox,KB-V1 MDR tox,TDP-43 yeast inh,SW480 rereplic
Cc1cc(C)c2nc(N3C(=O)C(O)=C(C(=O)c4ccco4)C3c3ccco3)sc2c1 (stereo not given),24%,?,-4%,-26%,?,20%,-14%,-59%[inhibitor],16µM*
OC[C@H]1O[C@@H](c2nc(-c3ccc4[nH]ccc4c3)no2)[C@H](O)[C@@H](O)[C@H]1O,1%,26%,17%,0%,8%,6%,5%,4%,·
Oc1ccccc1C=Nc1cccc2ccccc12,8%,-3%,1%,2%,-12%,-3%,31%,8%,-6%
C=CCc1c(OC)ccc2c1c(S(=O)(=O)c1ccc(C)cc1)cn2COC,?,?,9%,-5%,-16%,16%,?,?,0%
Cn1c(-c2ccc(F)cc2)cnc1NCc1cccc([N+](=O)[O-])c1,-24%,5%,-3%,8%,-1%,-12%,0%,1%,-12%
CCOc1ccc2[nH]c(=O)c(CN(Cc3ccccc3)C(=O)N3CCCC3)cc2c1,-8%,5%,0%,5%,4%,-13%,-3%,0%,-2%
Cc1c(CCO)c(=O)[nH]n1C(=O)c1c(F)cccc1F,0%,?,7%,-18%,6.3µM*,16%,?,19%,?
CCOc1cccc2sc(N(CCN(C)C)C(=O)c3cc4ccccc4cc3OC)nc12,?,?,-2%,0%,21µM*,?,3%,-7%,81%
CC12CCC(CC1O)C2C(=O)O (stereo not given),8%,6%,-1%,30%,7%,-7%,16%,12%,·
C/C(=N\NC(=O)Cc1c(C)[nH][nH]c1=O)c1cccc(Br)c1,-7%,5%,0%,1%,-5%,3%,5%,-11%,-1%
COc1ccc(-c2cc(C(=O)Nc3sc4c(c3C#N)CCCC4)c3ccccc3n2)cc1OC,-12%,0%,-9%,-13%,1%,25%,6%,17%,?
N#Cc1cc2c(nc1SCC(=O)O)CCCC2,2%,2%,0%,3%,1%,-5%,3%,-5%,4%
CCOC(=O)C1=CNS(=O)(=O)NC1c1ccccc1 (stereo not given),6%,3%,-5%,0%,6%,-7%,0%,7%,2%
O=C(NNC(=O)c1ccc[nH]1)Nc1cccc(C(F)(F)F)c1,1%,4%,9%,-18%,0%,-2%,?,-1%,3%
Cc1ccc(C(O)CN2C3=NCCN3c3ccccc32)cc1 (stereo not given),-22%,-1%,-7%,-18%,2%,-25%,-2%,5%,-1%
Cc1ccc(NC(=O)COc2ccccc2)cc1S(=O)(=O)N1CCCCCC1,?,1%,5%,-5%,-11%,4%,-2%,26%,-7%
COc1ccc(S(=O)(=O)NC(=O)C2(C)CCN2C(=O)c2ccccc2CCc2ccccc2)cc1 (stereo not given),-12%,-1%,-1%,12%,0%,-4%,-10%,?,·
Cc1ccc(-c2nnn(CC(=O)N(CC(=O)NC3CCCCC3)c3cnc4ccccc4c3)n2)o1,-7%,3%,0%,24%,-7%,6%,14%,-3%,-3%
CCNC(=S)N1CCC(C(N)=O)CC1,15%,5%,0%,18%,2%,-8%,0%,0%,-11%
Fc1ccc(COc2ccccc2CNCc2ccncc2)cc1,-21%,0%,0%,-6%,2%,-23%,?,21%,-5%
CS(=O)(=O)Cc1ccc(C(=O)NC2CCSc3ccccc32)cc1 (stereo not given),4%,14%,9%,-2%,4%,1%,-15%,10%,0%
O=C(Nn1cnnc1)C1Cc2ccccc2CN1S(=O)(=O)c1ccc(F)cc1 (stereo not given),6%,1%,-6%,-1%,8%,1%,15%,-8%,14%

# Arranged by count of non-hydrogen atoms (high to low): 9 of the compounds above.
SMILES,GLP1R inv ag,HT1080NT lethal,GLP1R ag,KB-3-1 cytotox,HT1080 IDH1KD tx,GLP1R cytotox,KB-V1 MDR tox,TDP-43 yeast inh,SW480 rereplic
COc1ccc(-c2cc(C(=O)Nc3sc4c(c3C#N)CCCC4)c3ccccc3n2)cc1OC,-12%,0%,-9%,-13%,1%,25%,6%,17%,?
CCOc1cccc2sc(N(CCN(C)C)C(=O)c3cc4ccccc4cc3OC)nc12,?,?,-2%,0%,21µM*,?,3%,-7%,81%
O=C(Nn1cnnc1)C1Cc2ccccc2CN1S(=O)(=O)c1ccc(F)cc1 (stereo not given),6%,1%,-6%,-1%,8%,1%,15%,-8%,14%
C=CCc1c(OC)ccc2c1c(S(=O)(=O)c1ccc(C)cc1)cn2COC,?,?,9%,-5%,-16%,16%,?,?,0%
Fc1ccc(COc2ccccc2CNCc2ccncc2)cc1,-21%,0%,0%,-6%,2%,-23%,?,21%,-5%
O=C(NNC(=O)c1ccc[nH]1)Nc1cccc(C(F)(F)F)c1,1%,4%,9%,-18%,0%,-2%,?,-1%,3%
C/C(=N\NC(=O)Cc1c(C)[nH][nH]c1=O)c1cccc(Br)c1,-7%,5%,0%,1%,-5%,3%,5%,-11%,-1%
Cc1c(CCO)c(=O)[nH]n1C(=O)c1c(F)cccc1F,0%,?,7%,-18%,6.3µM*,16%,?,19%,?
CC12CCC(CC1O)C2C(=O)O (stereo not given),8%,6%,-1%,30%,7%,-7%,16%,12%,·
